# Screens from PubChem.
# TRPC4 PAM = TRPC4 (mouse) allosteric potentiation; Q9QUQ5; AID 2227; hit rate 0.42% among 310,000; B-score at 10 µM; HEK293 TRPC4beta/mu-opioid, DAMGO EC20, Fluo-4 Ca2+ flux; hits give high values;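 active means B-score of calcium response area above 5 SD of library B-scores, with initial fluorescence ratio within 5 SD of library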;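 further: B-score of integrated fluorescence ratio over time as area under calcium response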
# Target sequence (Q9QUQ5 whole entry, looked up): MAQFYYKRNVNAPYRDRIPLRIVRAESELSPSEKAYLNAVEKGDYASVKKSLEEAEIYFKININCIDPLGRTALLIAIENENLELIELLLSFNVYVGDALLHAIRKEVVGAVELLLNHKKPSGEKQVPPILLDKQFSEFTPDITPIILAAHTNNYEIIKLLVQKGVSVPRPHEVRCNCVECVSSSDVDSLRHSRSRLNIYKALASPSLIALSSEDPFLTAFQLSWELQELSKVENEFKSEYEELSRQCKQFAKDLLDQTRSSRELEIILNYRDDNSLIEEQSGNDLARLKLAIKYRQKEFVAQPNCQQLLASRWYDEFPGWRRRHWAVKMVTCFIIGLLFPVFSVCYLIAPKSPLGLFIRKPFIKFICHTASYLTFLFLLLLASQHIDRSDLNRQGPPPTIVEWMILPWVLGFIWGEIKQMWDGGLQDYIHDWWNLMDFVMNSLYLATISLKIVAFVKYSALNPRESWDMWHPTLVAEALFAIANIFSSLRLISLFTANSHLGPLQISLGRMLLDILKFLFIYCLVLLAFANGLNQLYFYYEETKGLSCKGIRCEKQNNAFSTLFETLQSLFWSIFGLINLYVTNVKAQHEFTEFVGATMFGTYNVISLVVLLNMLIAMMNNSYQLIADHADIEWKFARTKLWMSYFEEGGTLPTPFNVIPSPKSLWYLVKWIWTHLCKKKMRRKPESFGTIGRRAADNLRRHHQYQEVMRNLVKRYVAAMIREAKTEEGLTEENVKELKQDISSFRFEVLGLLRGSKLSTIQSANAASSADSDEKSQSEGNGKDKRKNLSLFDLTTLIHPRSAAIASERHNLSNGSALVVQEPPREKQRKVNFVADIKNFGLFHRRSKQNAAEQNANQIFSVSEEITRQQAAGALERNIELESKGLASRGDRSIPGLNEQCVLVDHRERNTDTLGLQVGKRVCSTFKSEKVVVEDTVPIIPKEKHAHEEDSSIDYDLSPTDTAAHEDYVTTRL
# RGS4 block = inhibitors of human RGS4. P49798. HEK293 M3R/RGS4 inducible, Fluo-4 calcium flux; hits give high values; triggered by carbachol at its EC20. B-score at 10 µM. hit rate 0.45% among 310,000. AID 463165;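 active means B-score, a plate-corrected calcium signal, over three deviations above library mean, with baseline fluorescence within five deviations of library mean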;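 further: RGS4 expression induced by doxycycline in cells with stable M3 receptor; B-score is computed from the integrated fluorescence ratio over baseline after carbachol; higher B-score means a larger calcium signal and so more RGS4 inhibition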
# TRPC6 act = mouse TRPC6 channel activation; Q61143; HEK293-TRPC6 membrane potential dye fluorescence; hits give high values; B-score at 10 µM; hit rate 0.13% among 310,000; AID 2550;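 active means B-score of the integrated fluorescence ratio above library mean plus 3 SD, and starting fluorescence ratio within library mean plus 5 SD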;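 further: higher score means more depolarization so channel activation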
# TRPC4 agonist = activators of mouse TRPC4 channel | HEK293 TRPC4beta/mu-opioid, Fluo4 calcium fluorescence; hits give high values | hit rate 0.49% among 310,000 | B-score at 10 µM | AID 2237 | Q9QUQ5;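 active means B-score above 5 SD of library B-scores, and initial fluorescence ratio not above library mean plus 5 SD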;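 further: positive B-score marks a calcium rise read as TRPC4 activation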
#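 Technique: kinetic Fluo4 calcium fluorescence; Test system: TRPC4beta and mu-opioid receptor HEK293 stable cells; Measure: B-scored integrated calcium fluorescence ratio; Benchmarks: low control buffer alone, high control maximal DAMGO; Schedule: 45 min room-temperature Fluo4 loading, 110 s read.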
# MrgX1 agonist = human MrgX1 receptor agonism, primary screen; hit rate 0.44% among 310,000; MrgX1-HEK293 cells, Fluo-4 calcium fluorescence, agonist mode; hits give high values; B-score at 10 µM; AID 588627; Q96LB2;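 active means calcium response B-score plate-corrected fluorescence ratio at least 3 library SD, with starting fluorescence B-score inside 5 SD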
#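 times = overnight plating, then 30 min 37 °C plus 30 min room-temperature dye loading | assay system = stable human MrgX1 HEK293 cell line | input = fifteen thousand cells per well | signal = kinetic calcium dye fluorescence, Fluo-4 NW | dosing = compound delivered in addition one of three | read-out = B-scored fluorescence response ratio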
# ANO1 block = blocks the mouse calcium-activated chloride channel TMEM16A; Q8BHY3; normalized B-score (activity score, 25-100; higher = stronger inhibition) at 10 µM; HEK293 TMEM16A/YFP iodide influx fluorescence, ionomycin; hit rate 1.2% among 310,000; AID 588511;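 active means ratio plate-corrected score three or more library SD toward inhibition, starting fluorescence score within five deviations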;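 further: score derived from kinetic fluorescence span divided by baseline fluorescence per well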
# TRPC4 block = blocks the mouse TRPC4 cation channel; hit rate 0.39% among 300,000; B-score at 10 µM; HEK293 TRPC4beta/mu-opioid, DAMGO-evoked Fluo4 calcium flux; hits give low values; Q9QUQ5;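 active means B-score over 3 SD under the library average, no early fluorescence shift, positive overall ratio signal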
#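 Test system – stable TRPC4beta/mu-opioid receptor HEK293 cells · Probe or stimulus – DAMGO, a submaximal dose followed by a maximal one · Dosing – one concentration per compound · Signal – Fluo4 calcium fluorescence by kinetic imaging, 5 s 1 Hz baseline · Evaluation – per-well B score of integrated baseline-normalized Fluo4 ratio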
# TRPC6 inhibitor = mouse TRPC6 channel inhibition | Q61143 | HEK293-TRPC6, membrane potential dye, ACh-evoked depolarization; hits give low values | B-score at 10 µM | hit rate 1.1% among 310,000 | AID 2553;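 active means B-score under library mean minus 3 SD, initial fluorescence not abnormally high, positive integrated signal ratio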;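 further: B-score derived from integrated fluorescence ratio over the kinetic read; more negative B-score means stronger inhibition of depolarization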
# MrgX1 allo act = human MrgX1 positive allosteric modulation, primary screen; MrgX1-HEK293, Fluo-4 calcium flux, FDSS; hits give high values; B-score at 10 µM; hit rate 0.63% among 310,000;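 active means plate-corrected calcium response at least 3 library SD above typical, normal starting fluorescence, not activating the receptor alone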;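 further: compound read alongside a low EC10 to EC30 dose of BAM8-22 agonist; peak minus trough fluorescence over baseline measured at the second addition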
# TMEM16A act = mouse TMEM16A channel activation, primary screen | B-score at 10 µM | AID 623877 | Q8BHY3 | hit rate 0.3% among 340,000 | HEK293 TMEM16A/YFP-H148Q/I152L, iodide quench fluorescence; hits give low values;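 active means fluorescence-ratio B-score plate-corrected deviation score at least 3 library SD below zero, with starting fluorescence score within 5 deviations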;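 further: channel opened by trigger with iodide after compound preincubation; score built on the fluorescence ratio of max minus min over baseline; more negative score means more quench and so TMEM16A activation or potentiation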
# MrgX1 antag = antagonists of human MrgX1 receptor; MRGX1-HEK293 calcium flux, Fluo-4, BAM8-22 antagonism; hits give low values; hit rate 1.3% among 310,000; B-score at 10 µM;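 active means calcium-response B-score plate-corrected more than 3 library SD below zero, starting fluorescence within 5 deviations, no agonist response on first addition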;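 further: peak minus trough fluorescence over baseline after final BAM8-22 challenge near maximal dose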
# Active calls of the source: *; i = inactive; nt = not tested or not shown.
# Results follow in this order: TRPC4 PAM, RGS4 block, TRPC6 act, TRPC4 agonist, MrgX1 agonist, ANO1 block, TRPC4 block, TRPC6 inhibitor, MrgX1 allo act, TMEM16A act, MrgX1 antag
1. CC1CC(C)CN(C(=O)c2cccc3c2-c2ccccc2C3=O)C1 (configuration not stated)
→ i, i, i, i, i, i, i, i, i, i, i
2. CNC(=S)NCc1ccc2[nH]c(C)cc2c1
→ i, i, i, i, i, i, i, i, i, i, i
3. Cc1ccccc1SCC(=O)NNC(=O)c1ccccc1O
→ i, i, i, i, i, i, i, i, i, i, i
4. CS(=O)(=O)c1ccc(-c2cccc(NC(=O)COc3ccccc3)c2)nn1
→ i, i, i, i, i, i, i, i, i, i, i
5. COc1ccc(/C=C/C(=O)Nc2cc(=O)n(C)c(=O)n2C)cc1
→ i, i, i, i, i, i, i, i, i, i, i
6. COc1cccc(-c2nc(C(N)=O)c3[nH]c(=O)n(-c4cccc(Cl)c4)c3n2)c1OC
→ i, i, i, i, i, i, i, i, i, i, i
7. O=C(NCc1ccccc1F)C1CCCN(c2cnccn2)C1 (configuration not stated)
→ i, i, i, i, i, i, i, i, i, i, i
8. COc1cc(NC(=O)C2C3C=CC(C3)C2C(=O)O)ccc1NC(=O)c1ccccc1 (configuration not stated)
→ i, i, i, i, i, i, i, i, i, i, i
9. CCOc1cc(-c2c(C#N)c(N)nc3c2CCCC3C)ccc1O (configuration not stated)
→ i, i, i, i, i, i, i, i, i, i, -4.7*
10. CC(C)(C)c1ccc(-n2nc(C(N)=O)c(O)cc2=O)cc1
→ i, i, i, i, i, i, i, i, i, i, i
11. CC(Oc1ccc(NC(=O)c2ccco2)cc1)C(=O)N1c2ccccc2CC1C (configuration not stated)
→ i, i, i, i, i, i, i, i, i, i, i
12. CCN1C(=O)/C(=c2\o/c(=C3\C=Cc4ccccc4N3CC)c(=O)n2CC)SC1=S
→ i, i, i, i, nt, nt, i, i, nt, i, nt
13. COc1cc(C2NC(=O)NC(c3ccccc3)=C2C(C)=O)ccc1OCC#N (configuration not stated)
→ i, i, i, i, i, i, i, i, i, i, i
14. CCOC(=O)c1nc(Nc2ccc(C)cc2)c2ccccc2n1
→ i, i, i, i, i, i, i, i, i, i, i
15. CC1(C(=O)N2CC3(CC(c4ccccc4)=NO3)C[C@H]2C(=O)NCC(N)=O)CC1 (some centres not stated)
→ i, i, i, i, i, i, i, i, i, i, -5.6*
16. Cc1c(C(=O)N(C)C)sc(NC(=O)c2cccc([N+](=O)[O-])c2)c1C#N
→ i, i, i, i, i, i, i, i, i, i, i
17. CC(=O)Nc1cccc(NC(=O)c2ccc(Br)cc2)c1
→ i, i, i, i, i, i, i, i, i, i, i
18. CCOC(=O)Cn1nc(NC(=O)COc2ccc(F)cc2)cc1C
→ i, i, i, i, i, i, i, i, i, i, i
19. Cc1ccccc1NC(=O)C1CCN(S(=O)(=O)c2cccs2)CC1
→ i, i, i, i, i, i, i, i, i, i, i
20. CN(CCOc1ccc(Cl)cc1)C(=O)c1ccc(S(=O)(=O)N2CCOCC2)cc1
→ i, i, i, i, i, i, i, i, i, i, i
21. CSc1ncc(C(=O)Nc2ccc(C(C)=O)cc2)c(C)n1
→ i, i, i, i, i, i, i, i, i, i, i
22. CCN(CC)C(=O)c1ccc(S(=O)(=O)N2CCC(c3nc4ccccc4s3)CC2)cc1
→ i, i, i, i, i, i, i, i, i, i, i
23. O=C/C(=C\Nc1ccc(C(=O)N2CCOCC2)cc1)c1nc2ccccc2o1
→ i, i, i, i, i, i, i, i, i, i, i
24. COc1ccc(S(=O)(=O)Nc2ccc3c(c2)n(C)c(=O)n3C)cc1F
→ i, i, i, i, i, i, i, i, i, i, i
25. O=C(NCCc1c[nH]c2ccccc12)C(=O)c1c[nH]c2ccccc12
→ i, i, i, i, i, i, i, i, i, i, i
26. Cc1ccc(NC(=O)CS(=O)(=O)c2cn(CC(=O)N3CCOCC3)c3ccccc23)cc1
→ i, i, i, i, i, i, i, i, i, i, i
27. COC(=O)c1cc(S(=O)(=O)NCc2ccc3c(c2)OCO3)c[nH]1
→ i, i, i, i, i, i, i, i, i, i, i
28. CCOC(=O)C(NC(=O)c1cccc(Cl)c1)(OCc1ccccc1)C(F)(F)F (configuration not stated)
→ i, i, i, i, i, i, i, i, i, i, i
29. CCCCOCCCNC(=O)c1cccc(OC)c1
→ i, i, i, i, i, i, i, i, i, i, i
30. COc1cc(OC)cc(C(=O)NC2CCSC2=O)c1 (configuration not stated)
→ i, i, i, i, i, i, i, i, i, i, i
31. O=C1CCCc2c1nc(-c1cccc(Cl)c1)n2O
→ i, i, i, i, i, i, i, i, i, i, -7.6*
32. Cc1nc(C)n(CC(=O)N2CCCC(C(=O)c3ccc(C(F)(F)F)cc3)C2)n1 (configuration not stated)
→ i, i, i, i, i, i, i, i, i, i, i
33. CCN(Cc1cc(OC)c(OC)c(OC)c1)C(=S)Nc1cccc(SC)c1
→ i, i, i, i, i, i, i, i, i, i, i
34. CCOC(=O)c1nn(-c2cccc(C)c2)cc1C(=O)c1ccccc1
→ i, i, i, i, i, i, i, i, i, i, i
35. COC(=O)C1N[C@@H]([C@@H](NC(=O)COc2ccccc2)C(=O)NCc2ccsc2)SC1(C)C (some centres not stated)
→ i, i, i, i, i, i, i, i, i, i, i
36. CC(C(=O)NC1CCCC1)N(Cc1ccco1)C(=O)c1snc(C(=O)NC2CCCC2)c1N (configuration not stated)
→ i, i, i, i, i, i, i, i, i, i, i
37. COC(=O)C(N)Cc1ccc(Cl)cc1 (configuration not stated)
→ nt, nt, nt, nt, i, i, nt, nt, i, i, i
38. CC(C)(C)NC(=O)NC(=O)COC(=O)CCC1CCCC1
→ i, i, i, i, i, i, i, i, i, i, i
39. Cc1cccc(CN2CCC(CNC(=O)CSc3cc(=O)n(C)c4cc(Cl)ccc34)CC2)c1
→ i, i, i, i, i, i, i, i, i, i, i
40. COc1ccc(S(=O)(=O)N2CCCCC2)cc1NS(=O)(=O)c1cc(Cl)ccc1Cl
→ i, i, i, i, i, i, i, i, i, i, i
41. CCONC(=NC)c1nonc1N
→ i, i, i, i, i, i, i, i, i, i, i
42. COc1ccc(NC(=O)C(=O)NCCCO)cc1Cl
→ i, i, i, i, i, i, i, i, i, i, i
43. CCN(C(=O)CSc1nnc(-c2ccc(F)cc2)c2ccccc12)C1CCS(=O)(=O)C1 (configuration not stated)
→ i, i, i, i, i, i, i, i, i, i, i
44. COc1ccc(C2=CC(c3cc(OC)c(OC)c(OC)c3)NC(=S)N2)cc1 (configuration not stated)
→ i, i, i, i, i, i, i, i, i, i, i
45. C=CCn1c(CNc2ccc(C)cc2)nnc1SCC(=O)N/N=C/c1ccc(O)cc1O
→ i, i, i, i, i, i, i, i, i, i, i
46. N/C(=N\OC(=O)CCCN1C(=O)c2ccccc2C1=O)c1ccccn1
→ i, i, i, i, i, i, i, i, i, i, i
47. O=C1CC2(CCN(C(=O)c3ccc([N+](=O)[O-])cc3)CC2)Oc2ccccc21
→ i, i, i, i, i, i, i, i, i, i, i
48. CC1(C)CC(=O)C2=C(C1)NC(Nc1nc3ccccc3o1)=NC2c1ccccn1 (configuration not stated)
→ i, i, i, i, i, i, i, i, i, i, i
49. Cc1ccc(C(=O)Nn2cnnc2)cc1S(=O)(=O)N1CCOCC1
→ i, i, i, i, i, i, i, i, i, i, i
50. Cc1ccc(C(=O)NCC(=O)OCC(=O)c2ccc3c(c2)NC(=O)CO3)cc1C
→ i, i, i, i, i, i, i, i, i, i, i
51. Nc1cccc2c1C(=O)N(C(=O)/C=C/c1ccc(F)cc1)C2=O
→ i, i, i, i, i, i, i, i, i, i, i
52. COc1ccc(Cl)cc1NC(=S)NNC(=O)c1cccnc1
→ i, i, i, i, i, i, i, i, i, i, i
53. O=C(O)c1cccc(NC(=O)c2ccc(COc3ccc(Cl)cc3)cc2)c1
→ i, i, i, i, i, i, i, i, i, i, i
54. COc1ccc(C)cc1NS(=O)(=O)c1ccc(Br)s1
→ i, i, i, i, i, i, i, i, i, i, i
55. CC(=O)c1cccc(NC(=O)CCCCCn2nnc3ccccc3c2=O)c1
→ i, i, i, i, i, i, i, i, i, i, i
56. O=C(NC1=NCCS1)c1cccc(N2C(=O)c3ccccc3C2=O)c1
→ i, i, i, i, i, i, i, i, i, i, i
57. CSC1=C(C#N)C(c2ccc3c(c2)OCO3)C2=C(CCCC2=O)N1 (configuration not stated)
→ i, i, i, i, i, i, i, i, i, i, i
58. CC(Oc1ccc(Cl)cc1Cl)C(=O)NCCN1CCOCC1 (configuration not stated)
→ i, i, i, i, i, i, i, i, i, i, i
59. O=C(OC1CCOC1=O)c1cc(-c2cccc(Br)c2)nc2ccccc12 (configuration not stated)
→ i, i, i, i, i, i, i, i, i, i, i
60. Cc1cc(-c2ccc(NC(=O)[C@@H]3CCCC[C@@H]3C(=O)O)c(C)c2)ccc1NC(=O)[C@@H]1CCCC[C@@H]1C(=O)O
→ i, i, i, i, i, i, i, i, i, i, i

# New compounds follow.
# Results follow in this order: TRPC4 PAM, RGS4 block, TRPC6 act, TRPC4 agonist, MrgX1 agonist, ANO1 block, TRPC4 block, TRPC6 inhibitor, MrgX1 allo act, TMEM16A act, MrgX1 antag
61. Cc1cc(C)c2c(N)c(C(=O)N/N=C/c3cccnc3)sc2n1
→ i, i, i, i, i, i, i, i, i, i, i
62. COc1ccc(-n2c(=O)cc(N3CCN(c4ccccc4)CC3)[nH]c2=O)cc1
→ i, i, i, i, i, i, i, i, i, i, i
63. CSC1=NCCN1C(=O)c1cccc(C(F)(F)F)c1
→ i, i, i, i, i, i, i, i, i, i, i
64. CCCN(CCC)CCCNC(=O)c1cc2c(-c3ccc(OC)c(OC)c3)nn(C)c2s1
→ i, i, i, 114*, i, i, i, i, i, i, i
65. COc1cc(C2c3sc(=O)[nH]c3SC3C(=O)N(c4ccc(C)cc4)C(=O)C32)ccc1O (configuration not stated)
→ i, i, i, i, i, i, i, i, i, i, i
66. O=C(NCC1CCCO1)C1CC(=O)N(C2CCCC2)C1 (configuration not stated)
→ i, i, i, i, i, i, i, i, i, i, i
